KB-V1 MDR tox = qHTS assay for MDR1-selective chemotherapeutics: Primary screen using the drug-selected MDR subline cells KB-V1; KB-V1 MDR cells viability, CellTiter-Glo, 72 h; Potency, µM (top dose mostly 46.1 µM), for the others: at the top dose activity change, negative = cytotoxicity, hits mostly cytotoxic; 400,000 tested, 3.4% active; AID 1347076, 2019; also: potency is read from the fitted curve at half-maximal effect; % is scaled to controls: 0 for no effect and ±100 for the full control effect; nearly all actives have a fitted effect of over 60% in size
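qHTS viability screen in drug-selected KB-V1 MDR cells: 72 h compound treatment at 37 degrees C, ATP luminescence end point.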
KB-3-1 tox = qHTS assay for MDR1-selective chemotherapeutics: Primary screen using the parental adenocarcinoma cell KB-3-1 | Potency, µM (titrated, usually from 46.1 µM), without a hit: at the highest dose activity change, negative = cytotoxic, usual class: cytotoxic | KB-3-1 viability, CellTiter-Glo ATP luminescence, 72 h | 400,000 tested, 1.4% active | AID 1347075, 2019; also: potency is read from the fitted curve at half-maximal effect; % is scaled to controls: 0 for no effect and ±100 for the full control effect; nearly all actives have a fitted effect of over 60% in size
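Cells are dispensed, compounds pinned in, plates held at 37 °C for 72 h, then CellTiter-Glo is added and luminescence read after 10 minutes. Cell line: parental KB-3-1 in phenol-red-free DMEM, 10% FBS.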
D3 ag = qHTS of D3 Dopamine Receptor Agonist: qHTS; D(3) dopamine receptor (Homo sapiens), P35462; max activation, %; 410,000 tested, 0.58% active; D3R DiscoveRx beta-arrestin cells, luminescence, 90 min; AID 652048, 2013; in the data active = max activation above about 30%; also: 0% is about no effect; mostly tested at two doses, the higher about 12 µM
Target sequence (P35462 whole entry, looked up): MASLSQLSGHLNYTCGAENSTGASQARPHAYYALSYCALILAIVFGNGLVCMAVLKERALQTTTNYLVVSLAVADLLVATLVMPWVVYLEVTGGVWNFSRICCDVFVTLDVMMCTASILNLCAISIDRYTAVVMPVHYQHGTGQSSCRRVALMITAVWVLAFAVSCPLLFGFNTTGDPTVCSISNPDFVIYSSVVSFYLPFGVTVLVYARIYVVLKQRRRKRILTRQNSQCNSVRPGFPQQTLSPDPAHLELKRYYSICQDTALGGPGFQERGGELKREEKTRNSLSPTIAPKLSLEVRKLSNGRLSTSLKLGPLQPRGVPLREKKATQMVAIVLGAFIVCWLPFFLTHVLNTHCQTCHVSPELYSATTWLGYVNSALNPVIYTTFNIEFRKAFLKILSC
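Cells at 1500/well, incubated overnight, then treated with pinned compounds (dopamine as control) for 90 min at 37 degrees C. DiscoveRx reagent added for 30 - 60 minutes at room temperature; luminescence read.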
* = called active by the depositor. Unless noted, calls follow the shape of the dose curve; as a rule, active = well fitted cell-killing curve with a large enough effect; inconclusive = small, poorly fitted or top-dose-only effect, or effect the other way; inactive = flat fitted curve, though single readings scatter. An excerpt, so the mix of outcomes need not match the whole.

`CCc1ccc(C(=O)c2cn(Cc3ccccc3)c3cc(OC)c(OC)cc3c2=O)cc1` gave KB-V1 MDR tox -8%, KB-3-1 tox -9% and D3 ag -5.
For Cc1ccc(-c2noc(-c3ccc(N4CCCCC4C)c([N+](=O)[O-])c3)n2)cc1 (stereo not given) the results were KB-V1 MDR tox 23%, KB-3-1 tox -5% and D3 ag -5.
Screening O=C(Cn1c(=O)n2nc(-c3cccc(F)c3)nc2c2ccccc21)NCc1ccc(Cl)cc1 returned KB-V1 MDR tox 0%, KB-3-1 tox 8% and D3 ag -7.
For CCOC(=O)c1c(C)n(-c2ccccc2)c2ccc(OC(=O)c3ccccc3NC(=O)C(C)(C)C)cc12 the results were KB-V1 MDR tox inconclusive, KB-3-1 tox 0% and D3 ag -17.
`Cn1c(=O)oc2cc(S(=O)(=O)CCC(=O)NCc3ccccc3)ccc21` gave KB-V1 MDR tox 5%, KB-3-1 tox -14% and D3 ag -11.
For CSc1cccc(NC(=O)C2CCN(S(=O)(=O)c3ccc4c(c3)CCCN4C(=O)C3CCC3)CC2)c1 the results were KB-V1 MDR tox -4%, KB-3-1 tox -15% and D3 ag 23.
Screening COc1ccc(CNC(=O)CC(C)n2nc(C)cc2C)cc1 (stereo not given) returned KB-V1 MDR tox 10%, KB-3-1 tox 9% and D3 ag 8.
For CCOc1ccccc1-c1noc(CSc2nnc(-c3ccccc3)n2-c2cccc(C)c2)n1 the results were KB-V1 MDR tox 0%, KB-3-1 tox -17% and D3 ag 5.
For COc1ccccc1NC(=O)CSc1nc2c(oc3ccccc32)c(=O)n1Cc1ccco1 the results were KB-V1 MDR tox 18%, KB-3-1 tox -6% and D3 ag -1.
For CCc1ccc(-c2[nH]c3c(c2-c2sc(C)c(C(=O)OC)c2O)c(=O)n(C)c(=O)n3C)cc1 the results were KB-V1 MDR tox -3%, KB-3-1 tox 6% and D3 ag 2.
Screening Cc1ccccc1OCc1nc2c3cnn(-c4ccccc4F)c3ncn2n1 returned KB-V1 MDR tox 11%, KB-3-1 tox 5% and D3 ag 2.
Cc1ccc(CN2CCC(CNC(=O)c3cnn(-c4ccccc4)c3C3CCN(C(=O)OC(C)(C)C)CC3)CC2)cc1 was read as KB-V1 MDR tox 3%, KB-3-1 tox 14% and D3 ag 3.
`COc1cc(OC)c(NC(=O)C(CC(C)C)N2Cc3ccccc3C2=O)cc1Cl` (stereo not given) gave KB-V1 MDR tox -4%, KB-3-1 tox 0% and D3 ag -14.
For CC(C)CCNC(=O)CCC(=O)N1Cc2ccccc2Oc2ncccc21 the results were KB-V1 MDR tox -3%, KB-3-1 tox 3% and D3 ag -11.
For O=S(=O)(NCC(c1ccccc1)N1CCc2ccccc21)c1ccccc1 (stereo not given) the results were KB-V1 MDR tox 10%, KB-3-1 tox -19% and D3 ag 0.
CCc1ccccc1-n1c(C)nc2cc(C(=O)NCCc3ccc(Cl)cc3)ccc21 was read as KB-V1 MDR tox 0%, KB-3-1 tox 1% and D3 ag -24.
`COc1ccc(S(=O)(=O)Nc2ccc3oc4c(c3c2)CCCC4)cc1` gave KB-V1 MDR tox inconclusive, KB-3-1 tox -20% and D3 ag 1.
O=C(COC(=O)c1cc(-c2ccccc2)nc2c(Cl)cccc12)c1ccc(F)cc1 was read as KB-V1 MDR tox 1%, KB-3-1 tox -1% and D3 ag -11.
Screening COc1ccc(C2=CC(c3cccc(C)c3)n3nnnc3N2)cc1 (stereo not given) returned KB-V1 MDR tox 21%, KB-3-1 tox -9% and D3 ag 5.
Screening Oc1ccccc1-c1nc(/C=C/c2ccc(F)cc2)no1 returned KB-V1 MDR tox 2%, KB-3-1 tox 0% and D3 ag -9.
Screening COc1ccc(OC)c(CCNC(=O)c2ccc3[nH]c(C)c(C)c3c2)c1 returned KB-V1 MDR tox -9%, KB-3-1 tox -5% and D3 ag -11.
`O=C(CS(=O)(=O)c1ccc(Cl)cc1)Nc1nc2ccc(Br)cc2s1` gave KB-V1 MDR tox 27%, KB-3-1 tox -5% and D3 ag -5.
`CCN(C(=O)CCc1nc(-c2ccc(C)cc2)no1)c1cc(C)ccc1C` gave KB-V1 MDR tox -15%, KB-3-1 tox -9% and D3 ag -25.
Screening Cc1ccc(NC(=O)CSc2nc3n[nH]c(C)c3c(=N)n2-c2ccccc2C)cc1C returned KB-V1 MDR tox 2%, KB-3-1 tox -25% and D3 ag 5.
Screening Cc1ccc(-n2c(-c3ccc(Br)cc3)nc3c(cnn3-c3ccccc3)c2=O)cc1 returned KB-V1 MDR tox -26%, KB-3-1 tox 2% and D3 ag -8.
For CC(C)COc1ccc(C(=O)N2CCC(c3nc4ccccc4s3)CC2)cc1 the results were KB-V1 MDR tox -20%, KB-3-1 tox 21% and D3 ag -5.
For Cc1cc(C)cc(NC(=O)C2CCN(S(=O)(=O)c3cccc4nonc34)CC2)c1 the results were KB-V1 MDR tox 7%, KB-3-1 tox 3% and D3 ag 3.
`COc1cccc(CNC(=O)Cn2c(SCC(=O)Nc3ccc(C)c(C)c3)nc3ccccc32)c1` gave KB-V1 MDR tox inconclusive, KB-3-1 tox 0% and D3 ag 1.
`CC(C)c1ccc(OC(=O)c2cc(-c3ccc(Cl)cc3)on2)cc1` gave KB-V1 MDR tox inconclusive, KB-3-1 tox 4% and D3 ag -6.
Cc1ccc(CN2CCSc3ccc(C(=O)N4CCN(c5ccccc5)CC4)cc32)cc1 was read as KB-V1 MDR tox 18%, KB-3-1 tox 6% and D3 ag 5.
`Cc1cccc(N2CC(c3nc4ccc(C)cc4[nH]3)CC2=O)c1` (stereo not given) gave KB-V1 MDR tox 3%, KB-3-1 tox 6% and D3 ag 3.
`COc1ccc(C(=O)Nc2ccc3nc(N4CCCCC4)cc(C)c3c2)c(OC)c1` gave KB-V1 MDR tox 2%, KB-3-1 tox 3% and D3 ag 7.
Screening CN(C)CCNC(=O)c1ccc2nc(Cc3ccccc3)oc2c1 returned KB-V1 MDR tox 3%, KB-3-1 tox -5% and D3 ag -8.
For CCCn1c(NCc2ccccc2C)nc2ccccc21 the results were KB-V1 MDR tox 3%, KB-3-1 tox -6% and D3 ag -12.
`Cc1cc(C)c(NC(=O)C(C)n2nnc3sc(-c4ccccc4)cc3c2=O)c(C)c1` (stereo not given) gave KB-V1 MDR tox -11%, KB-3-1 tox -4% and D3 ag -1.
CCOC(=O)c1c(-c2ccccc2)csc1NC(=O)c1cc(-c2ccc(Cl)cc2)on1 was read as KB-V1 MDR tox -5%, KB-3-1 tox -1% and D3 ag 6.
CCc1ccccc1S(=O)(=O)Cc1ccc(C(=O)NCCc2ccc(C)cc2)o1 was read as KB-V1 MDR tox inconclusive, KB-3-1 tox -21% and D3 ag 3.
CC1CCC(NC(=O)c2ccc3c(c2)N(Cc2ccccc2F)C(=O)c2ccccc2S3)CC1 (stereo not given) was read as KB-V1 MDR tox -3%, KB-3-1 tox -20% and D3 ag -2.
For CCOc1ccc(CCNC(=O)c2ccc(CS(=O)(=O)Cc3ccccc3Cl)o2)cc1OCC the results were KB-V1 MDR tox inconclusive, KB-3-1 tox -26% and D3 ag -6.
For COc1ccccc1N1CCN(S(=O)(=O)c2c(C)sc3ncn(CC(=O)Nc4ccc(C(F)(F)F)cc4)c(=O)c23)CC1 the results were KB-V1 MDR tox 23%, KB-3-1 tox -4% and D3 ag 6.

Five consecutive records from above, for reference:
CCOC(=O)c1c(-c2ccccc2)csc1NC(=O)c1cc(-c2ccc(Cl)cc2)on1 was read as KB-V1 MDR tox -5%, KB-3-1 tox -1% and D3 ag 6.
CCc1ccccc1S(=O)(=O)Cc1ccc(C(=O)NCCc2ccc(C)cc2)o1 was read as KB-V1 MDR tox inconclusive, KB-3-1 tox -21% and D3 ag 3.
CC1CCC(NC(=O)c2ccc3c(c2)N(Cc2ccccc2F)C(=O)c2ccccc2S3)CC1 (stereo not given) was read as KB-V1 MDR tox -3%, KB-3-1 tox -20% and D3 ag -2.
For CCOc1ccc(CCNC(=O)c2ccc(CS(=O)(=O)Cc3ccccc3Cl)o2)cc1OCC the results were KB-V1 MDR tox inconclusive, KB-3-1 tox -26% and D3 ag -6.
For COc1ccccc1N1CCN(S(=O)(=O)c2c(C)sc3ncn(CC(=O)Nc4ccc(C(F)(F)F)cc4)c(=O)c23)CC1 the results were KB-V1 MDR tox 23%, KB-3-1 tox -4% and D3 ag 6.

Later entries:
`Cc1cc2c(n1-c1ccc(C(=O)NCCc3ccc(Cl)cc3)cc1)CCCC2` gave KB-V1 MDR tox -17%, KB-3-1 tox 0% and D3 ag -10.
For CCOC(=O)c1c(S(=O)(=O)N2CCCC(C(=O)N(C)Cc3ccccc3)C2)c(C)n(C)c1C (stereo not given) the results were KB-V1 MDR tox 15%, KB-3-1 tox -2% and D3 ag -6.
`Cc1cc(F)ccc1NC(=O)C(C(C)C)N1Cc2ccccc2C1=O` (stereo not given) gave KB-V1 MDR tox -2%, KB-3-1 tox 15% and D3 ag -7.
Screening CC(=O)c1cccc(NC(=O)c2nc(-c3ccccc3)n(-c3cccc(C)c3)n2)c1 returned KB-V1 MDR tox 4%, KB-3-1 tox -5% and D3 ag -2.
Screening COC(=O)c1ccccc1NC(=O)c1ccc2c(c1)CCN2S(=O)(=O)c1ccc(C)cc1 returned KB-V1 MDR tox 14%, KB-3-1 tox -3% and D3 ag 5.
For COCCCNc1nc2c(S(=O)(=O)c3ccc(C)c(C)c3)nnn2c2ccc(Cl)cc12 the results were KB-V1 MDR tox -4%, KB-3-1 tox -18% and D3 ag -1.
For Cc1cc(C)c2nc(N(Cc3cccnc3)C(=O)Cc3ccccc3)sc2c1 the results were KB-V1 MDR tox -2%, KB-3-1 tox -16% and D3 ag 10.
`CCOC(=O)c1cc(-c2ccc(F)cc2)n(CCC(=O)NCCc2ccc(C)cc2)c1C` gave KB-V1 MDR tox -22%, KB-3-1 tox -10% and D3 ag -13.
Cc1c(C)n(Cc2ccccc2)c2ccc(C(=O)NCCc3ccccc3Cl)cc12 was read as KB-V1 MDR tox 3%, KB-3-1 tox -14% and D3 ag -14.
COc1cccc(C(=O)Nc2ccccc2-c2nc3ccccc3s2)c1 was read as KB-V1 MDR tox 3%, KB-3-1 tox 2% and D3 ag 0.
For CCOC(=O)c1c(-c2ccc(OC)c(OC)c2)csc1NC(=O)c1ccccc1F the results were KB-V1 MDR tox 26%, KB-3-1 tox 8% and D3 ag 2.
CSCCC(NS(=O)(=O)c1ccc2c(c1)oc(=O)n2C)C(=O)Nc1ccc(F)c(Cl)c1 (stereo not given) was read as KB-V1 MDR tox -23%, KB-3-1 tox -4% and D3 ag -4.
CCS(=O)(=O)N1CCC(n2c(C)nc3cccnc32)CC1 was read as KB-V1 MDR tox 24%, KB-3-1 tox 7% and D3 ag 0.
Screening CCc1ccc(CN(Cc2ccco2)c2cnc(S(C)(=O)=O)nc2C(=O)Nc2ccc(C)c(Cl)c2)cc1 returned KB-V1 MDR tox 1%, KB-3-1 tox 6% and D3 ag 0.
`Cc1ccc(C(=O)Nc2cccc(C(=O)O)c2)cc1S(=O)(=O)N1CCCC1` gave KB-V1 MDR tox -13%, KB-3-1 tox -6% and D3 ag 1.
Screening COC(=O)c1ccc2c(=O)n(CCCCCC(=O)N3CCN(c4cc(C)ccc4C)CC3)c(=O)[nH]c2c1 returned KB-V1 MDR tox 1%, KB-3-1 tox -15% and D3 ag -12.
`Cc1ccc2nc(-c3ccc(NC(=O)COc4ccccc4C(C)(C)C)cc3)sc2c1` gave KB-V1 MDR tox -8%, KB-3-1 tox -6% and D3 ag 1.
Screening CCN(C(=O)Cn1c(=O)oc2cc(Cl)ccc21)c1cccc(C(F)(F)F)c1 returned KB-V1 MDR tox inconclusive, KB-3-1 tox 5% and D3 ag -14.

Pulled by structure from above (2):
`CCOC(=O)c1cc(-c2ccc(F)cc2)n(CCC(=O)NCCc2ccc(C)cc2)c1C` gave KB-V1 MDR tox -22%, KB-3-1 tox -10% and D3 ag -13.
For COCCCNc1nc2c(S(=O)(=O)c3ccc(C)c(C)c3)nnn2c2ccc(Cl)cc12 the results were KB-V1 MDR tox -4%, KB-3-1 tox -18% and D3 ag -1.

Source: PubChem (National Center for Advancing Translational Sciences (NCATS))
